mIAP inh – mouse IAP inhibition; hit rate 0.2% among 330,000; inhibition, % at 10 µM; purified mouse IAP, CDP-Star luminescence, 30 min;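 active = inhibition of at least 40% at 10 µM in the primary screen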;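 also: plate controls were DMSO with enzyme for no effect and no enzyme wells for full effect; values of inactives mirror those of a sister screen read the other way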
TIM10 inh – TIM10 yeast growth inhibition. inhibition, % at 10 µM. hit rate 1.4% among 330,000. S. cerevisiae TIM10 strain growth, BacTiter-Glo luminescence, 24 h. AID 463195;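 active = inhibition of 40% or more at the single tested concentration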;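 also: wild-type TIM10 isogenic control strain grown at permissive 25 °C; 0% = DMSO yeast wells and 100% = minimal medium wells without yeast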
Apaf-1 inh – inhibitors of human Apaf-1 apoptosome. reconstituted apoptosome caspase-3 activity, DEVD-Rh110 fluorescence. O14727. inhibition, % at 20 µM. AID 489030. hit rate 0.71% among 330,000; active = inhibition of at least 40% at 20 µM;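 also: plate controls were DMSO wells for no effect and DEVD-CHO caspase inhibitor wells for full effect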
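Material: reconstituted apoptosome with Apaf-1, cytochrome c, caspase-9, procaspase-3, dATP. Technique: Rh110 fluorescence intensity. Buffer or medium: pH 7.5 Hepes buffer with CHAPS, BSA, DTT. Times: 30 min plus 50 min, RT.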
hIAP block – human IAP inhibition; purified IAP, CDP-Star luminescence, 30 min; inhibition, % at 10 µM; hit rate 0.12% among 330,000; AID 2544;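 active = inhibition reaching a set limit with compound at 10 µM in the primary screen, cut at about 35% in these data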;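 also: plate controls were DMSO wells with enzyme for no effect and no-enzyme buffer wells for full effect; values of inactives mirror those of a sister screen read the other way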
Target sequence (P09923 whole entry, looked up): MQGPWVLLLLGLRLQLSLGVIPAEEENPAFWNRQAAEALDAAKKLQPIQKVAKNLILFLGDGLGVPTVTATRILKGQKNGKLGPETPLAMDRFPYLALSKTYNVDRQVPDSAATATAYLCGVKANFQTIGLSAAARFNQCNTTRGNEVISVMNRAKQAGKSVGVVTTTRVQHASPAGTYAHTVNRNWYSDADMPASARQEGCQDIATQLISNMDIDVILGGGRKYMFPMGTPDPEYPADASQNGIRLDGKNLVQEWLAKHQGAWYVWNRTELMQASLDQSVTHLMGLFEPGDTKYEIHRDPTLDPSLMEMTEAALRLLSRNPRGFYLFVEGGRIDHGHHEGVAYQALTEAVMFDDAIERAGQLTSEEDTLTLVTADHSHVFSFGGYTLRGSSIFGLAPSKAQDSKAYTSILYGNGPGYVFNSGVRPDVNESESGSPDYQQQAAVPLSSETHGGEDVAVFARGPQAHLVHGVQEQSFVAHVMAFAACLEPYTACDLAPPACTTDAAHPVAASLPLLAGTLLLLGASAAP
hIAP activ – human IAP activation; P09923; activation factor at 10 µM; AID 2524; purified human IAP, CDP-Star luminescence, 30 min; active compounds read high; 1 = vehicle-only enzyme, 0 = enzyme-free background; hit rate 0.16% among 330,000;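 active = activation factor of the enzyme at least 2-fold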; also: the source names both 10 and 20 µM as test concentration; values of inactives mirror those of a sister screen read the other way
mIAP act – increases mouse intestinal alkaline phosphatase activity | hit rate 0.24% among 330,000 | muIAP, CDP-Star luminescence, 30 min; active compounds read high; 1 = vehicle-only enzyme signal, 0 = enzyme-free wells | activation factor at 10 µM | AID 2805;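 active = activation factor of at least 2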; also: the source names both 10 and 20 µM as test concentration; values of inactives mirror those of a sister screen read the other way
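Assay system: mouse IAP enzyme; Reagent: CDP-Star chemiluminescent phosphatase substrate; Compound: DMSO-dissolved test compounds; Incubation: 30 min, room temperature; Technique: luminescence from enzymatic CDP-Star hydrolysis; Controls: DMSO-only wells and no-enzyme negative control.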
tim10-1 inh – tim10-1 yeast growth inhibition. S. cerevisiae tim10-1 ts strain growth, BacTiter-Glo, 24 h. inhibition, % at 20 µM. hit rate 2.2% among 330,000. AID 463190;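 active = inhibition of at least 40%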;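 also: mutant grown at 25 °C; 0% = DMSO wells with yeast and 100% = wells holding no yeast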
NLRP3 yeast inh – blocks the NALP3 inflammasome reconstituted in yeast. Yeast reconstituted NLRP3/ASC/caspase-1, beta-gal luminescence, 24 h. inhibition, % at 10 µM. hit rate 0.39% among 330,000. AID 2825;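 active = inhibition of 50% or more; inactive = inhibition below 50%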;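 also: plate controls were induced DMSO wells for no effect and uninduced yeast grown without galactose for full effect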
ATG4B inhibitor – blocks human ATG4B protease cleavage of LC3 substrate | ATG4B cleavage of LC3-PLA2, NBD-HPC fluorescence, 1 h | inhibition, % at 8.33 µM | hit rate 0.51% among 340,000 | AID 504462; in the data active = inhibition above about 40%
Target sequence (Q9Y4P1 whole entry, looked up): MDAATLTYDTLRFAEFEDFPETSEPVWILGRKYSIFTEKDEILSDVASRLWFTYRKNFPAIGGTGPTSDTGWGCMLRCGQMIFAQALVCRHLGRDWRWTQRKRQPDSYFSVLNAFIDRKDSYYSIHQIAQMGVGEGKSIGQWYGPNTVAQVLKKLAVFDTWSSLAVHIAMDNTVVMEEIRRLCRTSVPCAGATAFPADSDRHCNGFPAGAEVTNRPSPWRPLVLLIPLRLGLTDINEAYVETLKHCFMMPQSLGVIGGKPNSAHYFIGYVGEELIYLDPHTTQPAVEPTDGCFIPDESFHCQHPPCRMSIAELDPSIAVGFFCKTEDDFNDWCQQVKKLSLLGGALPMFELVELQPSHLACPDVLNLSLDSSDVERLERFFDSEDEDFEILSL
* = called active by the depositor.

SMILES | mIAP inh | TIM10 inh | Apaf-1 inh | hIAP block | hIAP activ | mIAP act | tim10-1 inh | NLRP3 yeast inh | ATG4B inhibitor
Cc1ccc(OCC(=O)N2CCC(N3CC(C)CC(C)C3)CC2)cc1 (centres undefined) | -14.1 | -9.7 | 8.7 | 19.4 | 0.806 | 1.14 | 9.0 | 5.2 | 4.9
O=C(c1cc2cc(Br)ccc2s1)N1CCOCC1 | -5.4 | 7.3 | -7.2 | -0.4 | 1 | 1.05 | 3.3 | 10.6 | 0.7
CNC(=S)NNC(=O)c1cccc(C(F)(F)F)c1 | -0.7 | 0.8 | -12.8 | -24.4 | 1.24 | 1.01 | 9.3 | 9.3 | 2.9
CCOc1ccc2nc(SCC(=O)NCc3ccco3)sc2c1 | 2.4 | 9.0 | 1.4 | 0.3 | 0.997 | 0.976 | 17.1 | 1.2 | -6.9
COc1ccccc1-c1cc(C(=O)N/N=C\c2cnn(C)c2C)c2ccccc2n1 | 11.1 | 12.4 | 2.6 | -8.9 | 1.09 | 0.889 | 18.6 | 7.3 | -7.0
O=C(NCCCn1ccnc1)c1ccc2ccccc2c1 | -0.6 | -15.1 | -12.1 | 3.6 | 0.964 | 1.01 | 4.5 | -0.8 | 4.8
O=C(Cn1cnc2c(nnn2-c2ccccc2)c1=O)NCCc1ccccc1 | 10.0 | -4.8 | -6.3 | 11.7 | 0.883 | 0.9 | 2.5 | 7.7 | -13.9
O=C(c1c(F)cccc1F)N(Cc1ccccn1)C1CCCC1 | 5.9 | 17.7 | 6.8 | -8.5 | 1.08 | 0.941 | 15.5 | 12.7 | 5.9
COc1ccc(N2C(=O)CN=C2Nc2nc(C)cc(C)n2)cc1 | 4.5 | -7.9 | 4.7 | -3.2 | 1.03 | 0.955 | 9.0 | -11.5 | -17.1
CCOC(=O)C1CCN(C(=O)Cn2cc3c(n2)CCC(C)C3)CC1 (centres undefined) | 11.2 | 4.4 | -5.1 | 2.2 | 0.978 | 0.888 | 5.8 | 26.3 | -3.3
Cc1ccc(N(CC(=O)Nc2c(C)n(C)n(-c3ccccc3)c2=O)S(C)(=O)=O)c(C)c1 | 4.0 | -22.0 | -0.5 | -13.6 | 1.14 | 0.96 | 2.4 | 16.8 | -3.0
O=C(NCCn1cccn1)C1CCC(=O)N(CC2CCCCC2)C1 (centres undefined) | 11.4 | 6.8 | -0.2 | 9.4 | 0.906 | 0.886 | 10.5 | -1.2 | -0.5
CSc1c(SCc2ccccc2)cnn(-c2ccccc2)c1=O | 8.9 | -1.1 | 13.2 | 2.3 | 0.977 | 0.911 | 27.3 | 18.3 | 8.8
COc1cc(OC)cc(C(=O)NC2CCN(CC(=O)Nc3cccc4ccccc34)CC2)c1 | -10.2 | -18.9 | 10.1 | -13.4 | 1.13 | 1.1 | 3.4 | -6.5 | -13.0
O=C1CN(C(=O)NCC(=O)N[C@H](C(=O)O)c2ccccc2)c2ccccc2N1 | -8.2 | 7.1 | -1.8 | 0.3 | 0.997 | 1.08 | -2.0 | 8.9 | -6.9
CC1CCC(NC(=O)COC(=O)c2ccco2)CC1 (centres undefined) | -8.5 | 7.1 | 8.9 | -14.3 | 1.14 | 1.08 | 14.1 | 4.7 | -1.8
CCOC(=O)C1CCN(C(=O)c2ccccc2NC(=O)C2=C(C)OCCS2)CC1 | 6.9 | -5.6 | 1.7 | -3.5 | 1.03 | 0.931 | 5.8 | -9.4 | 0.8
O=C(c1ccc(F)cc1)N1CCN(C2=NS(=O)(=O)c3ccccc32)CC1 | 1.1 | 3.4 | -4.9 | 3.2 | 0.968 | 0.989 | -15.2 | 17.1 | -4.9
O=C(c1ccc(CS(=O)Cc2cccc(Cl)c2)o1)N1CCN(C2CCCCC2)CC1 (centres undefined) | -0.4 | -12.7 | -4.8 | -28.1 | 1.28 | 1 | -5.3 | 3.2 | -7.9
COc1ccc(CCNC(=O)c2cc(-c3ccccc3O)n[nH]2)cc1OC | -91.3 | 3.9 | -1.1 | 5.6 | 0.944 | 1.91 | 6.9 | -13.6 | -7.5
Cc1cc(=O)n2[nH]c(C)c(-c3ccccc3)c2n1 | -2.3 | -3.8 | -2.6 | 3.1 | 0.969 | 1.02 | 11.5 | 6.9 | 1.2
O=C(Cc1cccc([N+](=O)[O-])c1)Nc1ccc(C(=O)N2CCOCC2)cc1 | 17.0 | -3.7 | 3.5 | 6.4 | 0.936 | 0.83 | -0.2 | 4.7 | -7.0
COc1ccc(N2CCN(C(=O)COC(=O)c3cnccn3)CC2)cc1 | 6.3 | -10.5 | 0.7 | 9.8 | 0.902 | 0.937 | -1.5 | 13.8 | 1.6
O=C(N/N=C/c1cccnc1)c1ccc(NC(=O)c2cccc(Cl)c2)cc1 | 11.2 | 13.0 | 10.2 | 5.3 | 0.947 | 0.888 | -11.5 | 25.0 | 3.4
CC(C)c1ccc(NC(=O)Cn2cccc2C2=NC(c3ccccc3)CO2)cc1 (centres undefined) | -15.5 | 19.7 | 19.2 | -14.9 | 1.15 | 1.16 | 20.7 | -1.4 | -2.4
O=C(COC(=O)/C=C/c1cccc(Br)c1)NCCC1=CCCCC1 | 1.3 | -4.1 | 7.7 | 6.9 | 0.931 | 0.987 | 9.7 | -27.2 | 38.5
Cc1cnc(C(=O)OCC(=O)NC2CCCCCCC2)cn1 | -0.9 | -15.4 | -2.1 | 6.4 | 0.936 | 1.01 | 14.3 | -10.1 | 1.4
O=C(Nc1nnc(-c2ccccn2)o1)c1cccc(Cl)c1 | -3.4 | -5.2 | 11.5 | 9.6 | 0.904 | 1.03 | 15.3 | -10.0 | -5.2
O=S(=O)(NCc1ccccc1)c1ccc(-c2cnc(C3CC3)o2)cc1 | 8.6 | 6.2 | 8.2 | 6.8 | 0.932 | 0.914 | 23.7 | -9.2 | -0.6
CC1CCN(CCCNC(=O)CN2CCN(Cc3ccc(Cl)cc3)C2=O)CC1 | -7.0 | -3.9 | 16.3 | 11.8 | 0.882 | 1.07 | -13.7 | 13.0 | -3.0
CC(=O)c1ccc(NC(=S)NCCc2ccccn2)cc1 | 5.3 | -2.7 | -0.3 | -3.9 | 1.04 | 0.947 | 5.2 | 10.3 | 22.3
Cc1cc(Br)ccc1SCC(=O)OCC(=O)Nc1ccccc1C#N | -0.6 | -1.6 | 11.0 | -4.0 | 1.04 | 1.01 | 19.6 | 5.3 | 2.8
O=C(Cn1cnc2c(nnn2Cc2ccc(F)cc2)c1=O)Nc1ccc2c(c1)OCCO2 | -2.0 | -4.0 | -13.0 | -12.6 | 1.13 | 1.02 | 18.8 | 1.1 | -4.9
O=C(CCc1nc(-c2ccc(Cl)cc2)no1)NC1CCCC1 | -1.4 | 16.5 | 3.4 | -41.8 | 1.42 | 1.01 | 23.8 | 24.4 | -6.0
CCOc1ccccc1C(=O)NC(C)c1ccc(-n2ccnc2)cc1 (centres undefined) | 3.6 | 7.0 | -1.7 | -15.9 | 1.16 | 0.964 | 13.2 | 5.0 | 0.2
Cc1ccccc1OCC(O)Cn1c(NCc2ccco2)nc2c1c(=O)[nH]c(=O)n2C (centres undefined) | -10.8 | -2.9 | -8.5 | -5.0 | 1.05 | 1.11 | -12.9 | 7.3 | 0.0

Ordered by SMILES length (lowest first): some entries from above.
SMILES | mIAP inh | TIM10 inh | Apaf-1 inh | hIAP block | hIAP activ | mIAP act | tim10-1 inh | NLRP3 yeast inh | ATG4B inhibitor
CC(=O)c1ccc(NC(=S)NCCc2ccccn2)cc1 | 5.3 | -2.7 | -0.3 | -3.9 | 1.04 | 0.947 | 5.2 | 10.3 | 22.3
O=C(CCc1nc(-c2ccc(Cl)cc2)no1)NC1CCCC1 | -1.4 | 16.5 | 3.4 | -41.8 | 1.42 | 1.01 | 23.8 | 24.4 | -6.0
Cc1cc(Br)ccc1SCC(=O)OCC(=O)Nc1ccccc1C#N | -0.6 | -1.6 | 11.0 | -4.0 | 1.04 | 1.01 | 19.6 | 5.3 | 2.8
O=S(=O)(NCc1ccccc1)c1ccc(-c2cnc(C3CC3)o2)cc1 | 8.6 | 6.2 | 8.2 | 6.8 | 0.932 | 0.914 | 23.7 | -9.2 | -0.6

Carrying on:
SMILES | mIAP inh | TIM10 inh | Apaf-1 inh | hIAP block | hIAP activ | mIAP act | tim10-1 inh | NLRP3 yeast inh | ATG4B inhibitor
COc1cc(OC)c(NC(=O)Cn2cccc2)cc1Cl | -10.9 | 1.3 | 0.8 | -4.0 | 1.04 | 1.11 | 12.6 | 9.1 | 2.1
CCCNC(=O)C(Cc1ccc(C(F)(F)F)cc1)NC(=O)c1ccc2ccccc2n1 (centres undefined) | -4.2 | 11.4 | 24.3 | -11.8 | 1.12 | 1.04 | 5.4 | 13.8 | -3.3
O=C(CSc1ncnc2nc[nH]c12)c1ccc([N+](=O)[O-])cc1 | 11.9 | -1.3 | -13.8 | 0.1 | 0.999 | 0.881 | -6.0 | 13.6 | 0.1
CCC(=O)Nc1cc(C(=O)NCC2CCCN2CC)c(OC)cc1N(C)C (centres undefined) | 16.9 | 1.3 | -0.2 | 12.1 | 0.879 | 0.831 | 7.5 | 4.2 | 2.1
Cc1cc(NC(=O)c2cc(-c3cccs3)nc3ccccc23)no1 | 1.2 | -2.2 | 3.0 | 12.9 | 0.871 | 0.988 | 6.2 | 27.5 | -5.8
O=C(CCN1C(=O)C2C3C=CC(C3)C2C1=O)Nc1ccc2ncccc2c1 (centres undefined) | -4.9 | -8.3 | 5.6 | -22.0 | 1.22 | 1.05 | 12.1 | 19.0 | 4.6
O=C(CSCc1c(Cl)cccc1Cl)Nc1nccs1 | 4.8 | 13.0 | -4.7 | 11.3 | 0.887 | 0.952 | 0.8 | 4.7 | -5.5
CCN(CC)S(=O)(=O)c1ccc(N2CCOCC2)c(NC(=O)c2ccc(N3CCCC3=O)cc2)c1 | -1.2 | 11.2 | 4.7 | -4.7 | 1.05 | 1.01 | 2.5 | 32.3 | -2.5
O=C(NN=C1CCCCC1)c1ccccc1OCc1ccc(F)cc1 | 15.8 | 10.4 | -16.5 | 2.1 | 0.979 | 0.842 | 20.0 | -5.1 | 20.8
CC1CN(CCOCCSc2ccccc2)CC(C)O1 (centres undefined) | 0.8 | -6.4 | -4.7 | -18.2 | 1.18 | 0.992 | -10.4 | 11.0 | -13.5
CC(C)c1ccc(N(CC(=O)NCc2ccc(F)cc2)C(=O)c2csnn2)cc1 | -0.4 | -3.2 | 3.7 | 14.1 | 0.859 | 1 | 4.5 | 6.9 | 1.8
Cn1nnnc1SCSc1nnnn1C | 3.0 | 6.6 | -6.6 | -7.2 | 1.07 | 0.97 | 2.7 | 10.3 | 6.1
CC(C)(C)c1cc(C(=S)N2CCCC2)cc(C(C)(C)C)c1O | 22.5 | 23.2 | 12.1 | -16.1 | 1.16 | 0.775 | 18.6 | -27.8 | 3.1
CSc1nc(=S)n(Cc2ccccc2)c(C)c1C(C)=O | 5.4 | -9.5 | -5.3 | 12.7 | 0.873 | 0.946 | 25.2 | -1.0 | -1.4
CCOC(=O)c1sc(Nc2nc3cc4c(cc3s2)OCO4)cc1C | 5.9 | 16.7 | 18.9 | -6.8 | 1.07 | 0.941 | 39.4 | 5.7 | 3.9
Cc1cc(C)nc(N(C#N)CC(=O)N(c2ccccc2)C(C)C)n1 | -0.2 | 17.3 | 2.6 | 11.0 | 0.89 | 1 | 24.5 | 7.0 | -2.8
O=C(Cc1ccccc1)NCC(=O)Nc1cccc(Cl)c1 | -10.1 | -6.2 | -1.5 | 0.0 | 1 | 1.1 | -52.3 | 8.0 | -1.8

From PubChem
